# Assay outcomes from PubChem BioAssay.
# GRP78 ERSR act: ER stress response induction in glioma | 420,000 tested, 0.02% active | U87-MG GRP78 promoter luciferase reporter, 16 h | Potency, µM, for inactives: at the highest dose activation, most hits filed as activators; also: potency is read from the fitted curve at half-maximal effect; series mostly up to about 76 µM; % of control where 0% means no effect; nearly all actives have a fitted effect of over 35% in size
#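 Stably transfected U87-MG glioma cells carrying a GRP78-based luciferase sensor; 16 h compound incubation. Luminescence end-point read 10 min after Bright-Glo addition at room temperature.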
# 12-LOX inh: ALOX12 (human) lipoxygenase inhibition. P18054. Potency, µM (top dose mostly 108 µM), for the others: at the highest dose activity change, negative = inhibition, hits mostly inhibitors. AID 1671190. 580,000 tested, 1.1% active. purified 12hLO, xylenol orange hydroperoxide absorbance; also: potency is read from the fitted curve at half-maximal effect; % is scaled to controls: 0 for no effect and ±100 for the full control effect
#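 Hydroperoxide product was detected by ferrous iron/xylenol orange as the 573 to 405 nm absorbance ratio. Arachidonic acid at 40 uM (final) was turned over for 30 min at room temperature by 150 nM human 12hLO, pH 7.0 Hepes buffer, after 15 min compound preincubation.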
# Vif-APOBEC3G blk: blocks the Vif interaction with human APOBEC3G; HeLa A3G-eYFP + Vif (tagged APOBEC3G with the HIV-1 protein that degrades it), YFP fluorescence, overnight; Potency, µM (top dose mostly 46.1 µM), inactives show at the top dose activity, negative = active, most hits filed as inhibitors; 410,000 tested, 0.076% active; Q9HC16;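 also: potency is read from the fitted curve at half-maximal effect; % is scaled to controls: 0 for no effect and ±100 for the full control effect; nearly all actives have a fitted effect of over 60% in size; hits raise eYFP signal because A3G escapes Vif-driven loss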
# Target sequence (Q9HC16 whole entry, looked up): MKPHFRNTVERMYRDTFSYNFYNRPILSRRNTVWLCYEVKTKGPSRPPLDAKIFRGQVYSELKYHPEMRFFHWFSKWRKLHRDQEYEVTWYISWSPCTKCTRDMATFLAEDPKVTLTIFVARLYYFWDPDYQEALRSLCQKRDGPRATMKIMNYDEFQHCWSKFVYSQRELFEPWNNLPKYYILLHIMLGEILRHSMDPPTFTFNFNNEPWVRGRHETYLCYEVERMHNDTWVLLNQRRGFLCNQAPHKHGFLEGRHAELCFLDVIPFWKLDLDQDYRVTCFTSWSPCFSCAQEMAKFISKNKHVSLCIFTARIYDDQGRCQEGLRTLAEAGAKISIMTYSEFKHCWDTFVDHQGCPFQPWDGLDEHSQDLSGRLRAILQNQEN
#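 Read-out is eYFP fluorescence (Ex 488/Em 500-530) from Vif-expressing HeLa A3G-eYFP cells; more signal means A3G escaped Vif-mediated degradation. Cells plated overnight, compound pinned in, incubated overnight at 37 deg C.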
# Vif-APOBEC3F blk: blocks the Vif interaction with APOBEC3F; HeLa A3F-eYFP + Vif (tagged APOBEC3F with the HIV-1 protein that degrades it), YFP fluorescence increase; Potency, µM (highest dose often 46.1 µM), for the others: at the top dose activity, negative = active; 390,000 tested, 0.2% active; also: potency is read from the fitted curve at half-maximal effect; % of control where 0% means no effect; nearly all actives have a fitted effect of over 65% in size
#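 Fluorescence increase (Ex 488/Em 500-530) after overnight compound treatment at 37 deg C flags inhibition of Vif-driven A3F-eYFP loss in stable HeLa A3F-eYFP/Vif cells seeded overnight beforehand.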
# D2 antag: D2 dopamine receptor (human) antagonism; HEK293 TREx D2 cells, calcium flux, dopamine EC80; 340,000 tested, 2% active; inhibition, % at 10 µM; P14416; in the data active = inhibition above about 30%; also: 0% is about no effect
#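 Cells plated overnight at 30 C with tetracycline; no-wash calcium dye, 30–90 min RT; 10 s baseline; compound pinned; 180 s read; EC80 dopamine added; another 180 s read.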
# D2 ag: activates the human D2 dopamine receptor; P14416; HEK293 T-REx D2 cells, calcium flux agonist mode; activation, % at 2 µM; 340,000 tested, 0.53% active; AID 485358;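 active = activation over 3 SD above normal in the single-dose calcium agonist read, cut at about 30% in these data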; also: 0% is about no effect
#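 Tetracycline-induced HEK293 T-REx cells with force-coupled D2 receptor, plated overnight at 30 C, loaded with no-wash calcium dye. After a 10 s baseline, compound was pin-added and calcium flux read kinetically for 180 s; calcium rises flagged agonists.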
# ERG Ets-DNA blk: inhibitors of human ERG Ets domain-DNA interaction | 370,000 tested, 0.028% active | fluorescence polarization, His-ERG Ets domain / labelled DNA | P11308 | AID 624246 | Potency, µM (highest dose often 76.9 µM), inactives show top-dose FP activity, negative = inhibition, usual class: inhibitors; active = well fitted inhibition curve with a large enough effect in the polarisation, with a control signal flat; inconclusive = small, poorly fitted or top-dose-only effect, or effect the other way, or a change in a side signal; inactive = no such curve, though single readings can be large or run the other way; the % refers to the polarisation;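 also: polarization taken with two DNA probes labelled with fluorescein and Texas red; potency is read from the fitted curve at half-maximal effect; % of control where 0% means no effect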
# Target sequence (P11308 whole entry, looked up, the tested form may be a part): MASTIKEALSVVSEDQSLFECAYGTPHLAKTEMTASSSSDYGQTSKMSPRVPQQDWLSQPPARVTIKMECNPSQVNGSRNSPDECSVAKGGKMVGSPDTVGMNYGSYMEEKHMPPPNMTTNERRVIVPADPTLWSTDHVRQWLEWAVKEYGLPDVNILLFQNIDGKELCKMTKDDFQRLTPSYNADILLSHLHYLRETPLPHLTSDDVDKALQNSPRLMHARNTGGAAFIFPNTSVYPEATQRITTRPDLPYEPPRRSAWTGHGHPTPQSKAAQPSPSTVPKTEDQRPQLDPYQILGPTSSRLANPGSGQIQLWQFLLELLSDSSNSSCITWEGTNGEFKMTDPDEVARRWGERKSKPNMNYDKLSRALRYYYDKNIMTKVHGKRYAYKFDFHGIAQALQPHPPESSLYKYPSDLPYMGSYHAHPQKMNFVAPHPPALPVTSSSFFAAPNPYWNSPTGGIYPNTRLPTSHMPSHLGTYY
#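 His-tagged ERG Ets domain (1 uM in the protein solution; 300mM KCl, 50mM Tris-HCl, 1mM EDTA, 1mM DTT, pH 7.5) received compound, then a probe mix of 5 nM fluorescein-DNA and 100nM Texas-615-DNA. Fluorescence polarization was read for both dyes.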
# RGS4 inhibitor: human RGS4 inhibition; 390,000 tested, 0.039% active; AID 504845; Potency, µM (highest dose often 114 µM), for the others: at the top dose activity change, negative = inhibition, usual class: inhibitors; Transcreener GDP fluorescence polarization, RGS4-accelerated GTP hydrolysis; also: potency is read from the fitted curve at half-maximal effect; % is scaled to controls: 0 for no effect and ±100 for the full control effect; nearly all actives have a fitted effect of over 75% in size; some results filed as inactive show a strong effect at the top dose
# Target sequence (P49798 whole entry, looked up): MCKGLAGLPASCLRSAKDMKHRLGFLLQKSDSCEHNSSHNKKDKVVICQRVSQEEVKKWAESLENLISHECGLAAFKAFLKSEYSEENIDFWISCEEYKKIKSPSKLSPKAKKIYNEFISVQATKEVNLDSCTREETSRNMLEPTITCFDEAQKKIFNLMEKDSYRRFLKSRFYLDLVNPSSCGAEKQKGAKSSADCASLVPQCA
#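 MLSMR compounds (23 nl, pin-transferred) preincubated 10 min at room temperature with a 500nM (2x) first reagent, then RGS4 at 900nM (2x) plus Transcreener GDP mix added; fluorescence polarization (620/688 nm) read before and after 90 min at 30 °C.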
# LDHA block: LDHA (human) enzyme inhibition; activity change, % (values are at about 110 or 230 µM); purified LDHA, NADH/diaphorase-resazurin fluorescence; active compounds read low; AID 1347041; P00338; 480,000 tested, 0.15% active; in the data active = activity change below about -30%; inconclusive = mostly about -25% to -30%;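 also: plate controls were DMSO wells for no effect and wells without enzyme for full effect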
#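 Enzyme activity of human lactate dehydrogenase 5 (2 nM; 0.06 mM NADH, 0.2 mM pyruvate, 5 min, RT) is measured via a resazurin/diaphorase fluorescence readout of residual NADH.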
# * hit, by the source's call; ? = inconclusive; . = not tested or not shown; & = joins results of further samples; [ ] = remark or other dose. Unless noted, calls follow the shape of the dose curve; as a rule, active = well fitted curve in the direction sought with a large enough effect; inconclusive = small, poorly fitted or top-dose-only effect, or another doubt; inactive = no such curve, though single readings can be large; an effect the other way counts as inactive or inconclusive. The list is partial. The share of hits here may be higher or lower than overall.
1: O=C(N/N=C/c1ccccc1F)c1cccc2ccccc12
2: CCNC(=O)c1ccc(NC(=O)CC2SC(N3CCCCC3)=NC2=O)cc1 (stereo not drawn)
3: O=C(c1ccc(F)c(S(=O)(=O)N2CCOCC2)c1)N1CCN(c2ccc(F)cc2)CC1
4: CCCn1cc(S(=O)(=O)c2ccccc2)c(=O)c2cc(CC)ccc21
5: S=C(Nc1ccc2[nH]ccc2c1)NC1CCCCC1
6: O=C(O)c1ccc(NC(=O)c2cc3ccccc3o2)cc1
7: Cn1c(-[n+]2c(-c3ccccc3)cc(-c3ccccc3)cc2-c2ccccc2)nc2c([N+](=O)[O-])cccc21
8: CC(C)(C)c1ccccc1OCC(=O)NCCCn1ccnc1

Compound,1,2,3,4,5,6,7,8
GRP78 ERSR act,4%,-5%,-3%,-6%,4%,7%&-3%,-5%,-2%
12-LOX inh,6%,389%[activator],0%,3%,?,5%&0%,?,-3%
Vif-APOBEC3G blk,-11%,0%,4%,-9%,3%,1%&-3%,-11%,-1%
Vif-APOBEC3F blk,1%,5%,5%,1%,0%,1%&-3%,14%,10%
D2 antag,1,14,3,6,5,.,1,-16
D2 ag,1.9,-0.8,-0.3,-1.1,0.8,0.5,-0.5,-0.4
ERG Ets-DNA blk,-2%,-2%,-8%,1%,0%,3%&-10%,5%,-3%
RGS4 inhibitor,-1%,-1%,-9%,21%,26%,-5%&-12%,-27%,0%
LDHA block,-5,-9,0,-6,-4,-4&-3,-7,-5

9: CSCC[C@H](NC(=O)c1ccco1)c1nnc2ccccn12
10: O=C(NCC1CCCO1)c1ccc(NS(=O)(=O)c2cccs2)cc1 (stereo not drawn)
11: COCCc1nc2ccc(C(=O)N(C)Cc3cccc(-n4cccn4)c3)cc2o1
12: CCCCNS(=O)(=O)c1ccc2nc(SCC(=O)c3ccccc3OC)[nH]c2c1
13: CC(=O)C(Sc1ccc2nnc(-c3ccc(F)cc3)n2n1)C(C)=O
14: CCN=C1SC(C(=O)Nc2ccc(OCC)cc2)CC(=O)N1CC (stereo not drawn)
15: Cc1noc(C)c1COc1ccc(C(=O)N2CCCC(C(N)=O)C2)cc1 (stereo not drawn)
16: COc1cccc(OCc2cc(=O)n3cc(C)sc3n2)c1

Compound,9,10,11,12,13,14,15,16
GRP78 ERSR act,-1%,-3%,4%,-5%,-3%,-3%,-6%,3%
12-LOX inh,23%,2%,10%,-12%,?,-1%,0%,-18%
Vif-APOBEC3G blk,-3%,1%,-2%,2%,0%,-5%,3%,7%
Vif-APOBEC3F blk,9%,3%,4%,-1%,-3%,2%,-4%,-8%
D2 antag,.,-3,-1,.,-8,-21,6,.
D2 ag,.,0.8,-1.1,.,-0.6,-1.0,-0.1,.
ERG Ets-DNA blk,3%,-8%,-8%,-6%,9%,4%,-9%,-1%
RGS4 inhibitor,6%,-11%[56.9 µM],13%,-17%,-18%,-20%,3%,8%
LDHA block,-3,0,-3,-1,0,-3,-16,-3

17: CC1CN(S(=O)(=O)c2ccc(Cl)c(C(F)(F)F)c2)CC(C)O1 (stereo not drawn)
18: O=C(CSc1nc2c(c(=O)n1-c1ccc(F)cc1)SCC2)NCC1CCCO1 (stereo not drawn)
19: COc1ccc(-c2cn3nc(SCC(=O)NC4CCCCC4)ccc3n2)cc1
20: CC(=O)O[C@@H]1[C@H]2[C@@H](C[C@@H](C)[C@@H]3C=CC(=O)[C@@]13C)OC(=O)[C@@H]2C
21: CC(C)[C@H](NC(=O)Nc1ccc2c(c1)OCCO2)C(=O)O
22: C/C(CC(=O)Nc1cccc(Cl)c1Cl)=N\NC(=O)C(=O)NC1CCCCC1
23: COc1ccccc1CNC(=O)c1ccc2nc3[nH]c4ccccc4c3nc2c1
24: CCc1ccc(S(=O)(=O)c2nnn3c2nc(NCc2cccc(OC)c2)c2cc(Cl)ccc23)cc1

Compound,17,18,19,20,21,22,23,24
GRP78 ERSR act,-2%,-3%,1%,-7%,-5%,-7%,2%,-5%
12-LOX inh,17%,-2%,-24%,1%,-25%,-1%,-16%,-15%
Vif-APOBEC3G blk,4%,0%,-4%,1%,0%,-3%,?,4%
Vif-APOBEC3F blk,-1%,-13%,-7%,-1%,4%,-5%,?,6%
D2 antag,-3,3,-5,-12,6,-5,-9,.
D2 ag,-1.8,0.8,-1.8,-0.4,0.0,-0.3,0.0,0.7
ERG Ets-DNA blk,3%,-3%,-5%,-2%,7%,99%[activator],-1%,-4%
RGS4 inhibitor,-2%,19%,-14%,-15%,17%,-7%,-21%,27%
LDHA block,-4,-2,-11,-4,2,-5,-3,-7

25: COc1ccc(OC)c(NC(=O)Nc2nnc(N3CCC(C)CC3)s2)c1
26: COc1ccc(Cn2c(=O)[nH]c3cc(C(=O)NCCc4ccc(S(N)(=O)=O)cc4)ccc3c2=O)cc1
27: CCc1ccc(S(=O)(=O)NC(=S)NC2CCCCC2)cc1
28: Cn1c(=O)n(C)c2cc(/C=N/N=C3/NC(=O)C(CC(=O)O)S3)ccc21 (stereo not drawn)
29: COc1cccc(CC(=O)Nc2ccc3c(c2)c(=O)n(C)n3-c2ccc(C(C)(C)C)cc2)c1
30: COc1ccc(OCCCC(=O)N(C)CC(=O)Nc2c(C)cccc2C)cc1
31: COc1ccc(C(=O)COC(=O)c2cc(-c3ccccc3)nc3c(C)cccc23)cc1
32: COc1ccc(C(=O)/C=C\N2CCOCC2)cc1

Compound,25,26,27,28,29,30,31,32
GRP78 ERSR act,-2%,-1%,-2%,-5%,1%,-2%,-2%,2%
12-LOX inh,-15%,3%,?,-5%,-13%,?,-13%,11%
Vif-APOBEC3G blk,-5%,0%,-1%,2%,-12%,-2%,2%,2%
Vif-APOBEC3F blk,0%,23%,13%,-1%,.,-4%,-1%,4%
D2 antag,-19,-6,-32,14,.,2,.,-9
D2 ag,1.1,2.8,-0.6,0.4,.,0.1,.,-1.1
ERG Ets-DNA blk,9%,4%,9%,-26%,.,12%,3%,-12%
RGS4 inhibitor,-2%,16%,-44%,3%,.,-44%,10%,-8%
LDHA block,1,-23,-10,0,-6,-4,-8,-6

33: Cc1ccc(Cl)c(OCC(=O)NCC(c2cccs2)N2CCOCC2)c1 (stereo not drawn)
34: O=C1c2cccc3c(O)ccc(c23)C(=O)N1c1ccc(Cl)cc1
35: Nc1ccccc1C(=O)N1CCc2ccccc21
36: O=C(CC(=O)Nc1ccccc1)Nc1ccccc1
37: COc1ccc(C(=S)N2CCCC2)cc1OC
38: C#CCCOC(=O)Nc1ccccc1
39: NC(=O)C1CCN(c2nc(-c3cccc(N)c3)cs2)CC1
40: CCCn1c(CNC(=O)c2ccccc2)nc2ccccc21

Compound,33,34,35,36,37,38,39,40
GRP78 ERSR act,-3%,-11%,3%,14%,3%,-6%,2%,-4%
12-LOX inh,-5%,?,0%,100%[activator],0%,22%,-4%,27%
Vif-APOBEC3G blk,-6%,14%,0%,0%,1%,-4%,1%,-8%
Vif-APOBEC3F blk,-1%,-85%,-5%,-3%,0%,-11%,0%,-12%
D2 antag,5,2,-7,.,-2,12,.,-3
D2 ag,-0.3,-1.9,0.0,.,-0.7,-2.0,.,0.9
ERG Ets-DNA blk,4%,8%,12%,6%,1%,2%,.,0%
RGS4 inhibitor,-52%,-18%,22%,11%,-44%,21%,0%,-23%
LDHA block,4,33,-3,-7,3,-5,3,-4

41: Cc1ccc(S(=O)(=O)N(C)CCCC(=O)n2nc(C)cc2C)cc1
42: CCCC1Oc2ccccc2C(=O)N(CC(=O)c2ccc3c(c2)OCCO3)C1=O (stereo not drawn)
43: O=C(Cc1ccccc1)Nc1ccccc1N1CCCC1
44: Cc1ccc2c(=O)c(C(=O)c3ccc(Cl)cc3)cn(CC(=O)Nc3ccc4c(c3)OCCO4)c2n1
45: COc1ccc(-c2cc(C(=O)NCc3cn(C)nc3C)c3ccccc3n2)cc1OC
46: CCN(CC)C(=O)c1[nH]cnc1C(=O)NCc1ccccc1
47: COCCNC(=O)C1CCCN(C(=O)c2ccc(OC)c(F)c2)CC1 (stereo not drawn)

Compound,41,42,43,44,45,46,47
GRP78 ERSR act,-2%,7%,-5%,-1%,-1%,1%,-2%
12-LOX inh,0%,35%[activator],-13%,-13%,-36%,30%,-3%
Vif-APOBEC3G blk,-6%,2%,-1%,?,-1%,-1%,4%
Vif-APOBEC3F blk,3%,4%,3%,?,-7%,-5%,.
D2 antag,18,-15,16,.,-14,.,.
D2 ag,-1.4,0.2,-0.7,1.0,-0.8,.,.
ERG Ets-DNA blk,9%,6%,-6%,-5%,-4%,-13%,.
RGS4 inhibitor,8%,8%[11.4 µM],14%,-17%,18%,15%,.
LDHA block,1,-9,-3,-1,-3,-7,0

# For convenience, some entries already given.
41: Cc1ccc(S(=O)(=O)N(C)CCCC(=O)n2nc(C)cc2C)cc1
42: CCCC1Oc2ccccc2C(=O)N(CC(=O)c2ccc3c(c2)OCCO3)C1=O (stereo not drawn)
43: O=C(Cc1ccccc1)Nc1ccccc1N1CCCC1
44: Cc1ccc2c(=O)c(C(=O)c3ccc(Cl)cc3)cn(CC(=O)Nc3ccc4c(c3)OCCO4)c2n1

Compound,41,42,43,44
GRP78 ERSR act,-2%,7%,-5%,-1%
12-LOX inh,0%,35%[activator],-13%,-13%
Vif-APOBEC3G blk,-6%,2%,-1%,?
Vif-APOBEC3F blk,3%,4%,3%,?
D2 antag,18,-15,16,.
D2 ag,-1.4,0.2,-0.7,1.0
ERG Ets-DNA blk,9%,6%,-6%,-5%
RGS4 inhibitor,8%,8%[11.4 µM],14%,-17%
LDHA block,1,-9,-3,-1
